High-throughput results deposited in PubChem by National Center for Advancing Translational Sciences (NCATS).
Tau FP inhib – qHTS for Inhibitors of Tau Fibril Formation, Fluorescence Polarization; K18 P301L tau heparin fibrillization, Alexa594 FP, 6 h; Potency, µM (highest dose often 57.7 µM), for inactives: at the highest dose activity, negative = inhibition, actives largely listed as inhibitors; 280,000 compounds, 0.39% hits; Microtubule-associated protein tau (Homo sapiens), P10636; AID 1468, 2008; also: % is scaled to controls: 0 for no effect and ±100 for the full control effect; nearly all actives have a fitted effect of over 55% in size
Target sequence (P10636 561-689 P618L limits assumed): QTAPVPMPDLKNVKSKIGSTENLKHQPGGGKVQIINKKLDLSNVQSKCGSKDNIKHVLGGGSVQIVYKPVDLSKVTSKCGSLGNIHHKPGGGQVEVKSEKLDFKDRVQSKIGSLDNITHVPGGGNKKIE
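Read-out: fluorescence polarization of Alexa 594-labeled tau (0.24 uM), 555 nm excitation, 632 nm emission. Mixtures held 15 uM unlabeled K18 P301L, compound and 20 uM heparin, pH 7 acetate buffer, incubated 6 hr at 37 C.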
ALDH1A1 inh – qHTS Assay for Inhibitors of Aldehyde Dehydrogenase 1 (ALDH1A1); Purified ALDH1A1, NADH fluorescence, propionaldehyde substrate; Potency, µM (series often up to 75.3 µM), for inactives: at the top dose activity, negative = inhibition, hits mostly inhibitors; 220,000 compounds, 7.3% hits; AID 1030, 2008; active = well fitted inhibition curve with a large enough effect, not every such curve was filed as active; inconclusive = small, poorly fitted or top-dose-only effect, or another doubt; inactive = no such curve, though single readings can be large or run the other way;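 also: plate controls were no enzyme wells and a reference inhibitor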
Target sequence (P00352 whole entry, looked up): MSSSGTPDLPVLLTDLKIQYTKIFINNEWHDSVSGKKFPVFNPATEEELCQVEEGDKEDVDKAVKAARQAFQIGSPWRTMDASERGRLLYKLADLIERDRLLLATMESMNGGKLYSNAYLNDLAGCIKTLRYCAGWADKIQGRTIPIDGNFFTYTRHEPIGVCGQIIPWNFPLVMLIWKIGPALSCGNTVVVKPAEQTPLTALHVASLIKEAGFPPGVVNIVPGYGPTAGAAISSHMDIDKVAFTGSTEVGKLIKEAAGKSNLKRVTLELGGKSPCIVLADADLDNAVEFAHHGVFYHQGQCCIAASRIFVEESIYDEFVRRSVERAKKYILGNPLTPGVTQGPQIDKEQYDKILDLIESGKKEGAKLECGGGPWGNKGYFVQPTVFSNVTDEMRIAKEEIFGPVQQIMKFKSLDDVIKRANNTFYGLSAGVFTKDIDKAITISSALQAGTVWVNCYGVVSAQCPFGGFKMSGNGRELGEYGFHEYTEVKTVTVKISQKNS
JMJD2E inh – qHTS Assay for Inhibitors of Human Jumonji Domain Containing 2E (JMJD2E). JMJD2E catalytic domain, FDH-coupled NADH fluorescence (FDH is formaldehyde dehydrogenase). Potency, µM (highest dose often 57.1 µM), without a hit: at the highest dose activity change, negative = inhibition, actives largely listed as inhibitors. AID 2147, 2009. 230,000 compounds, 1.6% hits. Lysine-specific demethylase 4E (Homo sapiens), B2RXH2; active = well fitted inhibition curve with a large enough effect, not every such curve was filed as active; inconclusive = small, poorly fitted or top-dose-only effect, or another doubt; inactive = no such curve, though single readings can be large or run the other way;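 also: 0% = wells with enzyme and -100% = buffer wells without enzyme; nearly all actives have a fitted effect of over 50% in size; many of its hits are not listed in these tables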
Target sequence (B2RXH2 1-337 limits assumed): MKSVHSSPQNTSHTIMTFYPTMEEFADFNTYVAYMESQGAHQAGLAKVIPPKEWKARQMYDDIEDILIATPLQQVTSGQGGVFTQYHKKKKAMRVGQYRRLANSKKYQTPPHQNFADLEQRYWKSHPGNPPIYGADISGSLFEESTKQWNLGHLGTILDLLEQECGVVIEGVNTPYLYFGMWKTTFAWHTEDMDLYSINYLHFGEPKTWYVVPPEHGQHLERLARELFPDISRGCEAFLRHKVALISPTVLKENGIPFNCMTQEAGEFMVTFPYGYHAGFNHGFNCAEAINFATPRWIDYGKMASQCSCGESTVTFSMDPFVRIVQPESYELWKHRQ
Tau fluor cs – Counterscreen qHTS for Inhibitors of Tau Fibril Formation, Fluorescence Polarization; tau K18 P301L Alexa594 fluorescence, heparin fibrillization; Potency, µM (doses to about 57.7 µM), for inactives: top-dose activity change, negative = decrease; 280,000 compounds, 0.93% hits; also: % is scaled to controls: 0 for no effect and ±100 for the full control effect; nearly all actives have a fitted effect of over 55% in size
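Human tau K18 P301L (15 uM unlabeled, 0.24 uM Alexa 594-labeled) in 100 mM sodium acetate pH 7 with 20 uM heparin, 6 hr at 37 C. ThT 30 uM added, 1 hr ambient; Alexa 594 FP and total fluorescence read at 555/632 nm.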
HTT ATP protect – qHTS Multiplex Assay to Identify Dual Action Probes in a Cell Model of Huntington: Cytoprotection (ATP) | AID 1471, 2008 | Potency, µM (titrated, usually from 56.4 µM), inactives show cytoprotection (ATP increase), most hits filed as activators | 230,000 compounds, 0.14% hits | PC12 HTT-Q103 induced, cytoprotection, ATP luminescence, 40 h;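 also: % of control where 0% means no effect; nearly all actives have a fitted effect of over 45% in size; toxic huntingtin expression switched on by the ecdysone agonist tebufenozide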
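ATP quantification (ATPlite) reports survival of PC12 cells in which tebufenozide, 100 nM final, switches on Htt exon 1 with 103 glutamines linked to GFP; compounds are titrated.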
SMN2 splice enh – qHTS Assay for Enhancers of SMN2 Splice Variant Expression. HEK293 SMN2-luciferase splicing reporter, luminescence, 30-36 h. Potency, µM (titrated, usually from 46.1 µM), without a hit: at the highest dose activity change, positive = activation, actives largely listed as activators. 210,000 compounds, 2.8% hits; also: % of control where 0% means no effect; nearly all actives have a fitted effect of over 55% in size
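HEK293 cells carry an SMN2 minigene-luciferase reporter in which exon 7 inclusion puts luciferase in frame. Cells were seeded at 2000 cells/well, attached for 10-12 hours, then exposed to compounds for 30-36 hours at 37C before ONE-Glo luminescence.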
HTT aggregate – qHTS Multiplex Assay to Identify Dual Action Probes in a Cell Model of Huntington: Aggregate Formation (GFP). Potency, µM (highest dose often 46.1 µM), for the others: top-dose activity change, negative = inhibition, hits mostly inhibitors. 220,000 compounds, 1.1% hits. PC12 HttQ103-GFP aggregates, Acumen cytometry, 40 h. AID 1688, 2009; also: % is scaled to controls: 0 for no effect and ±100 for the full control effect; nearly all actives have a fitted effect of over 60% in size
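Using laser scanning cytometry, GFP-positive aggregates were counted after lysis of PC12 cells induced with 100 nM tebufenozide to express HTT exon 1 Q103–GFP. Compounds were tested in titration.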
Tau ThT inhib – qHTS for Inhibitors of Tau Fibril Formation, Thioflavin T Binding; AID 1460, 2008; recombinant tau K18 P301L, heparin-induced fibrillization, ThT fluorescence; 270,000 compounds, 2.1% hits; Potency, µM (doses to about 57.4 µM), for the others: top-dose activity, negative = inhibition, hits mostly inhibitors; also: % is scaled to controls: 0 for no effect and ±100 for the full control effect; nearly all actives have a fitted effect of over 55% in size
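ThT emission at 510 nm, taken 1 hr after adding 30 uM dye, quantifies aggregates formed when 20 uM heparin acts on human tau K18 P301L for 6 hr at 37 C.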
An asterisk follows results filed as active; ? = inconclusive; · = no result given; & = joins results of further samples; [ ] = remark or other dose. Unless noted, calls follow the shape of the dose curve; as a rule, active = well fitted curve in the direction sought with a large enough effect; inconclusive = small, poorly fitted or top-dose-only effect, or another doubt; inactive = no such curve, though single readings can be large; an effect the other way counts as inactive or inconclusive. Potency is read from the fitted curve at half-maximal effect. Some of the compounds tested; count on the stated rates, not on these rows.

Results follow in this order: Tau fluor cs	SMN2 splice enh	ALDH1A1 inh	JMJD2E inh	Tau FP inhib	Tau ThT inhib	HTT ATP protect	HTT aggregate
(1) COc1cccc(NC(=S)N/N=C2/CCCCc3ccccc32)c1
    -28%	28µM*	?	-11%	17%	-15%	39%[10 µM]	-25%
(2) CC(NC(=O)C1CCC(CNS(=O)(=O)c2ccccc2)CC1)c1ccc2c(c1)OCCO2 (stereo unspecified)
    3%	-11%	?	14%	5%	7%	·	-11%
(3) O=C(NCCCN1CCN(CCCNC(=O)c2cccc([N+](=O)[O-])c2)CC1)c1cccc([N+](=O)[O-])c1
    -5%	8%	4%	2%	-8%	-6%	·	12%
(4) CC(=O)Nc1ccc2nc(NC(=O)CCc3ccccc3)sc2c1
    -1%	-1%	12%	10%	5%	?	-28%	-19%
(5) Cc1nn(-c2c(Cl)cc(Cl)cc2Cl)c(=O)c2ccccc12
    -9%	-39%[inhibitor]	-11%	-1%	4%	-9%	14%[10 µM]	22%
(6) CCOc1ccc(-c2ccc(SCC(=O)NCC3CCCO3)nn2)cc1 (stereo unspecified)
    1%	16µM*	0%	-9%	-1%	-3%	-128%[inhibitor]	16%
(7) COc1ccc(N2CCN(Cc3nc4c(c(=O)[nH]c(=O)n4C)n3CC(C)C)CC2)cc1
    -15%	-2%	·	·	1%	-12%	·	·
(8) COC(=O)C1C(=O)c2c([nH]c(C(=O)OC3CCCC3)c2C)CC1C (stereo unspecified)
    -5%	14µM*	?	-3%	0%	4%	-59%[inhibitor]	-29%
(9) O=C(c1ccccc1)N1CCN=C1c1ccccc1
    8%	-4%	9%	4%	-4%	6%	34%[10 µM]	3%
(10) Cc1cc(C)n2c(SCC(=O)NCc3ccc4c(c3)OCO4)nnc2n1
    -10%	·	·	-4%	1%	·	1%[10 µM]	-3%[9.22 µM]

(next part)
Results follow in this order: Tau fluor cs	SMN2 splice enh	ALDH1A1 inh	JMJD2E inh	Tau FP inhib	Tau ThT inhib	HTT ATP protect	HTT aggregate
(11) COc1ccc(Nc2nc(C(=O)N3CCc4ccccc4C3)cs2)cc1
    -8%	·	-4%	9%	-3%[2.34 µM]	0%	3%[10 µM]	-17%[9.22 µM]
(12) Cc1ccc(CN(C(=O)COc2ccc(Cl)cc2C)C2CCS(=O)(=O)C2)o1 (stereo unspecified)
    -15%	12%	·	·	9%	-4%	·	·
(13) NC(=O)C1CCN(C(=O)c2cc3ccccn3n2)CC1
    -1%	14%	-5%	-1%	-6%	0%	-8%	9%
(14) CCCNC(=O)N1CCN(c2ncccn2)CC1
    3%	-3%	0%	0%	4%	-1%	7%[10 µM]	12%
(15) CCCCNC(=O)CSc1nc2n[nH]c(C)c2c(=N)n1-c1cccc(Cl)c1C
    -15%&1%	-15%	-1%	?	1%&-4%	-5%&1%	29%[10 µM]	1%
(16) CC(c1ccco1)N(C(=O)CSc1ccc(Br)cc1)c1ccccn1 (stereo unspecified)
    -6%	-35%[inhibitor]	6%	-2%	0%	-11%	12%	-21%
(17) CCCCCn1c(SCC(=O)OC)nc2c1c(=O)[nH]c(=O)n2C
    -5%	-1%	4%	-5%	5%	-7%	-15%	-3%
(18) Cc1ccc(N2C(=O)C3C(C2=O)C2C=CC3C23CC3)c([N+](=O)[O-])c1 (stereo unspecified)
    -5%	3%	2.5µM*	6%	1%	4%	-48%[inhibitor]	-14%
(19) COc1ccc(C(=O)/C(C)=N/O)cc1OC
    -4%	-34%[inhibitor]	3%	1%	-1%	?	-7%	-7%
(20) CC(=O)N1N=C(c2cccs2)CC1c1cc2cc(C)ccc2nc1Cl (stereo unspecified)
    -9%	·	·	-4%	-1%	-5%	-44%[10 µM]	4%[9.22 µM]

(list continues)
Results follow in this order: Tau fluor cs	SMN2 splice enh	ALDH1A1 inh	JMJD2E inh	Tau FP inhib	Tau ThT inhib	HTT ATP protect	HTT aggregate
(21) Cc1ccccc1CSc1nnc(NC(=O)Cc2cccs2)s1
    -19%	2%	2%	3%	-12%	-6%	41%[10 µM]	?
(22) Cc1oc2ccc(OCc3c(F)cccc3Cl)cc2c1C(=O)O
    2%	·	·	2%	9%	7%	-7%[10 µM]	-7%[9.22 µM]
(23) CC1Oc2ccccc2N(CC(=O)NCCc2ccccc2)C1=O (stereo unspecified)
    2%	·	-17%	4%	-3%	1%	-1%[10 µM]	11%
(24) O=C(Cn1cnc2c(nnn2Cc2ccc(Cl)cc2)c1=O)NCc1ccco1
    -15%	11%	?	0%	-6%	-17%	3%[10 µM]	-8%
(25) NC(=O)CS(=O)(=O)c1nc2ccccc2n1CC(=O)N1CCCCC1
    -6%	8%	9%	-3%	-3%	-8%	?	-3%
(26) O=C(O)c1ccc(-c2nc3ccccc3[nH]2)cc1
    0%	14%	?	?	9%	3%	11%[10 µM]	10%
(27) COC(=O)c1ccc(Sc2ccc(F)cc2)c(N)c1
    ?	-11%	?	?	10%	-15%	-14%	5%[1.84 µM]
(28) COc1ccc(C(=O)NCCc2cn3ccc(C)cc3n2)cc1
    -6%	7%	?	?	-5%	?	2%[10 µM]	-10%
(29) O=c1cnnc(N/N=C/c2cccs2)[nH]1
    1%	·	·	-4%	-4%	·	-10%[10 µM]	-14%[9.22 µM]
(30) O=C(CN1CCN(c2nc(-c3ccc(F)cc3)cs2)CC1)Nc1ccc2c(c1)OCO2
    ?	23%	?	1%	11%	?	-1%	?

Some of these compounds in order of length of the SMILES, smallest number first:
Results follow in this order: Tau fluor cs	SMN2 splice enh	ALDH1A1 inh	JMJD2E inh	Tau FP inhib	Tau ThT inhib	HTT ATP protect	HTT aggregate
(29) O=c1cnnc(N/N=C/c2cccs2)[nH]1
    1%	·	·	-4%	-4%	·	-10%[10 µM]	-14%[9.22 µM]
(26) O=C(O)c1ccc(-c2nc3ccccc3[nH]2)cc1
    0%	14%	?	?	9%	3%	11%[10 µM]	10%
(21) Cc1ccccc1CSc1nnc(NC(=O)Cc2cccs2)s1
    -19%	2%	2%	3%	-12%	-6%	41%[10 µM]	?
(23) CC1Oc2ccccc2N(CC(=O)NCCc2ccccc2)C1=O (stereo unspecified)
    2%	·	-17%	4%	-3%	1%	-1%[10 µM]	11%
(22) Cc1oc2ccc(OCc3c(F)cccc3Cl)cc2c1C(=O)O
    2%	·	·	2%	9%	7%	-7%[10 µM]	-7%[9.22 µM]
(25) NC(=O)CS(=O)(=O)c1nc2ccccc2n1CC(=O)N1CCCCC1
    -6%	8%	9%	-3%	-3%	-8%	?	-3%
(30) O=C(CN1CCN(c2nc(-c3ccc(F)cc3)cs2)CC1)Nc1ccc2c(c1)OCO2
    ?	23%	?	1%	11%	?	-1%	?

(next part)
Results follow in this order: Tau fluor cs	SMN2 splice enh	ALDH1A1 inh	JMJD2E inh	Tau FP inhib	Tau ThT inhib	HTT ATP protect	HTT aggregate
(31) CN1CCN(CC(O)c2ccccc2)CC1 (stereo unspecified)
    7%	1%	-4%	1%	0%	-4%	-44%[inhibitor]	5%
(32) CCCN(C(=O)CCNC(=O)Cn1cnc2ccccc2c1=O)c1cccc(C)c1
    -6%	-18%	·	·	0%	-7%	·	·
(33) NCC(=O)c1cccc2ccc[n+]([O-])c12
    -4%	·	·	-3%	-13%	0%	27%[10 µM]	13%[9.22 µM]
(34) COc1ccc(CCN2C(=O)CC(NNC(=O)c3ccccc3Br)C2=O)cc1OC (stereo unspecified)
    -9%	-5%	4%	0%	-14%	-3%	·	11%
(35) C[C@]12CC[C@@H]3c4ccc(O)cc4CC[C@H]3[C@@H]1CCC2=O
    -10%&-11%&-1%	-26%&-5%&-7%	7%&7%&6%	8%&6%	-7%&4%&-9%	-13%&-9%&-6%	0%	-1%
(36) Cc1c(CN(C)C(=O)/C=C/c2ccc([N+](=O)[O-])cc2)cnn1C
    -8%	25%	2%	-6%	4%	-11%	-11%[10 µM]	-1%
(37) COc1nnc(-c2ccc(N3CCCCC3)c(NC(=O)c3ccc(C)cc3)c2)c2ccccc12
    -13%	2%	·	·	-3%	?	·	·
(38) O=C(/C=C/c1ccc(Cl)cc1)NC(=S)Nc1ccc(NC(=O)c2ccco2)cc1
    -4%	2%	15%	12%	?	?	-33%[10 µM]	-19%
(39) CC(C)C(C(=O)Nc1ccc(N2CCOCC2)cc1)N1C(=O)c2ccccc2C1=O (stereo unspecified)
    ?	·	2%	?	9%	-17%	-32%	-19%
(40) CC(=O)/C(N=Nc1cccc(C(F)(F)F)c1)=C(\C)O
    4%	7%	4%	-1%	6%	4%	-21%[10 µM]	16%

Next part.
Results follow in this order: Tau fluor cs	SMN2 splice enh	ALDH1A1 inh	JMJD2E inh	Tau FP inhib	Tau ThT inhib	HTT ATP protect	HTT aggregate
(41) CCn1nc(C(C)C(=O)O)c2ccccc2c1=O (stereo unspecified)
    -1%	8%	6%	-16%	-4%	3%	·	·
(42) CC1CN(C(=O)Cc2ccc(-c3ccccc3)cc2)CC(C)O1 (stereo unspecified)
    -3%	-43%[inhibitor]	-32%	-1%	-12%	0%	-10%	-14%
(43) CC1(C)Cc2c(sc(NC(=O)C3CC(Cl)=CCC3C(=O)O)c2C#N)CO1 (stereo unspecified)
    5%	4%	?	7%	-7%	-6%	-14%[10 µM]	2%[9.22 µM]
(44) CC1=C(C#N)C(c2cccnc2)C2=C(N1)c1ccccc1C2=O (stereo unspecified)
    -14%	5%	-1%	?	-10%	?	-15%	?
(45) CCOc1ccc(N2CC(C(=O)Nc3c(C)n(C)n(-c4ccccc4)c3=O)CC2=O)cc1 (stereo unspecified)
    -6%	-10%	-6%	2%	-1%	-14%	-8%	-9%
